# hIAP act: human IAP activation | purified human IAP, CDP-Star luminescence, 30 min; hits give high values; 1 = vehicle-only enzyme, 0 = enzyme-free background | hit rate 0.16% among 330,000 | activation factor at 10 µM;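 active = activation factor of the enzyme at least 2-fold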; note: the source names both 10 and 20 µM as test concentration; values of inactives mirror those of a sister screen read the other way
# Target sequence (P09923 whole entry, looked up): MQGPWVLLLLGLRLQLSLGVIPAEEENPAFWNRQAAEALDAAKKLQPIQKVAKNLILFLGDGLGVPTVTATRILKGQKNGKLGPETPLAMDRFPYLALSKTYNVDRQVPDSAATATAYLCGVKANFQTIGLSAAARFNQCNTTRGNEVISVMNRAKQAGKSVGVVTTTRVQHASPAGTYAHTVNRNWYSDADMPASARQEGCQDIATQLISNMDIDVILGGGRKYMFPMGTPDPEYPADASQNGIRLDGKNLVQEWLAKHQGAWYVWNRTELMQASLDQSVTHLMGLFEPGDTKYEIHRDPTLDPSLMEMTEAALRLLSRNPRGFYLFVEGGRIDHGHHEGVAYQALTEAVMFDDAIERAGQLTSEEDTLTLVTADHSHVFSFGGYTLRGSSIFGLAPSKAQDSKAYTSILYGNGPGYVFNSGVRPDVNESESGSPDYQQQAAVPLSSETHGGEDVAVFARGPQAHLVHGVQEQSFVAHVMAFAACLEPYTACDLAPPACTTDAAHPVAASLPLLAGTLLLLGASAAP
# APOBEC3G inh: blocks human APOBEC3G single-stranded DNA deamination | Q9HC16 | recombinant A3G, ssDNA deamination FAM/TAMRA fluorescence | inhibition, % at 20 µM | hit rate 0.28% among 330,000;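 active = inhibition of at least 40% at 20 µM, with no more than 30% in the related APOBEC3A deaminase screen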;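 note: plate controls were DMSO wells with A3G for no effect and wells lacking A3G enzyme for full effect; some compounds called inactive have numbers as strong as hits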
# hIAP block: blocks human intestinal alkaline phosphatase; P09923; purified IAP, CDP-Star luminescence, 30 min; inhibition, % at 10 µM; hit rate 0.12% among 330,000;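 active = inhibition reaching a set limit with compound at 10 µM in the primary screen, cut at about 35% in these data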;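 note: plate controls were DMSO wells with enzyme for no effect and no-enzyme buffer wells for full effect; values of inactives mirror those of a sister screen read the other way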
# mIAP activ: mouse IAP activation | muIAP, CDP-Star luminescence, 30 min; hits give high values; 1 = vehicle-only enzyme signal, 0 = enzyme-free wells | activation factor at 10 µM | hit rate 0.24% among 330,000 | AID 2805;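 active = activation factor of at least 2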; note: the source names both 10 and 20 µM as test concentration; values of inactives mirror those of a sister screen read the other way
#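 Assay system: mouse IAP enzyme / Compound: DMSO-dissolved test compounds / Timing: 30 min, room temperature / Measured by: luminescence from enzymatic CDP-Star hydrolysis / Control set: DMSO-only wells, enzyme-free buffer wells as negative control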
# A3A deaminase: blocks human APOBEC3A ssDNA deamination | recombinant A3A, FAM/TAMRA ssDNA deamination fluorescence | AID 493011 | hit rate 0.41% among 330,000 | inhibition, % at 20 µM | P31941;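 active = at least 40% inhibition at 20 µM here, with at most 30% in a related deaminase screen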;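 note: plate controls were A3A with DMSO for no effect and wells lacking A3A enzyme for full effect; some results filed as inactive read as strong as hits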
# Target sequence (P31941 whole entry, looked up): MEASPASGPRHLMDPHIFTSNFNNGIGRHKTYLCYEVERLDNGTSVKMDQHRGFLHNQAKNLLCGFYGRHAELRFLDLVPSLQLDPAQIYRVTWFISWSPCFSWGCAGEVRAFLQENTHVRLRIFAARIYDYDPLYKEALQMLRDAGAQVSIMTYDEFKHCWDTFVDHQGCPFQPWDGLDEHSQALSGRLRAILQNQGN
# mIAP block: blocks mouse intestinal alkaline phosphatase | purified mouse IAP, CDP-Star luminescence, 30 min | inhibition, % at 10 µM | hit rate 0.2% among 330,000;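 active = inhibition of at least 40% at 10 µM in the primary screen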;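 note: plate controls were DMSO with enzyme for no effect and no enzyme wells for full effect; values of inactives mirror those of a sister screen read the other way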
# GRIN3A LBD mod: NR3A (human) ligand-binding domain modulation. NR3A LBD differential scanning fluorimetry, Tm shift; 0% = protein alone, 100% = glycine-bound protein. Tm shift relative to glycine control, % at 25 µM. hit rate 2.5% among 340,000;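 active = melting temperature shift of at least 10% of the positive control shift, at one fixed dose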
# MPTP block: inhibitors of mitochondrial permeability transition pore | inhibition, % at 10 µM | hit rate 1.4% among 360,000 | AID 602449 | isolated mouse mitochondria, Ca2+ swelling absorbance, 30 min;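 active = inhibition of 50% or more, scaled per plate between neutral and stimulator controls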;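 note: 0% = DMSO wells given calcium and 100% = 1 mM EGTA wells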
# beta cell repl: MIN6 beta-cell proliferation induction; MIN6 cells proliferation, ATPlite luminescence, 48 h; cells starved in 0.2% serum; 100% = growth in 10% serum; proliferation, % at 10 µM; hit rate 0.29% among 330,000;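 active = compounds whose signal lies at least 3.5 SD above the mean of all wells on their plate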;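 note: 0% = DMSO-treated cells in low-serum medium and 100% = 10% serum control; some compounds called inactive have numbers as strong as hits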
# * hit, by the source's call. No enrichment for hits, and some 5% of all compounds hit somewhere here.
SMILES,hIAP act,APOBEC3G inh,hIAP block,mIAP activ,A3A deaminase,mIAP block,GRIN3A LBD mod,MPTP block,beta cell repl
COc1ccc(C)cc1-n1nnnc1SCc1cn2ccsc2n1,1,-1,-5,1.1,-1,-10,-1,-3.8,-3
COc1ccc(Nc2nc(N)c3ccccc3n2)c(OC)c1,1.2,-1,-16,1.1,-1,-13,4,0.3,-3
COc1ccc(/C=C2\SC(=S)N(CCC(=O)Nc3ccc(O)cc3)C2=O)cc1,0.97,-3,3,0.8,0,20,15*,6.2,-5
COc1ccc(C)cc1Cn1nnc2ccccc21,0.86,5,14,0.96,2,4,0,9.6,2
Cc1nc2ccccn2c1C(=O)NC1CCCC1,1,-10,0,0.98,2,2,0,3.3,0
O=C(Cc1ccccc1)NN1C(=O)c2ccccc2C1=O,1,-12,0,1,-4,-1,2,0.2,2
O=C(c1ccc2nccnc2c1)N1CCCC(Nc2ccc(F)c(F)c2)C1 (centres undefined),1.1,2,-5,1.1,2,-11,1,1.5,4
CCC1CCc2sc(C(=O)N(C)CC(=O)Nc3ccc(N4CCOCC4)cc3)cc2C1 (centres undefined),1.4,3,-36,1,-7,0,0,-1.0,-6
CCOC(=O)C1=C(c2ccccc2)N2CCS(=O)(=O)N=C2S1,0.95,-2,5,1,-1,-5,-1,1.8,0
Cc1ccc(NC(=O)CSc2ccccn2)cc1S(=O)(=O)N1CCOCC1,1,1,-5,1,-2,-3,-1,-0.9,2
COc1ccc(CCNC2CCc3ccccc3C2)cc1 (centres undefined),1,-6,-4,1,-4,0,0,1.0,1
N=c1cc(C2(O)CCCCC2)n2c(nc3ccccc32)s1,1.2,0,-19,1.1,-4,-6,1,0.2,-6
Cc1ccccc1NC(=O)COc1coc(CN2CCCc3ccccc32)cc1=O,0.96,-8,4,0.92,-1,8,3,0.4,-2
COc1ccc(CN2C(=O)CC(Cc3ccc(C)cc3)C2=O)cc1OC (centres undefined),0.99,-5,1,1,0,-4,-3,0.0,0
CCOC(=O)c1sc(NC(=O)c2ccc(S(=O)(=O)N3CCCCCC3)cc2)nc1-c1ccccc1,0.84,-7,16,1.1,-3,-5,8,37,-3
CCCN1C(=O)C2(OCCO2)c2cc(Cl)ccc21,1.1,-5,-6,0.98,0,2,-1,-0.1,-1
Cc1ccc(NC(=O)Nc2cccs2)c(Cl)c1,1.1,-4,-15,1.3,1,-27,4,44,-3
N/C(=N\NC(=O)c1ccccc1)c1cc2ccccc2oc1=O,0.85,-4,15,0.81,-1,19,-1,2.0,3
CCO[C@H]1OC(C(=O)N2CCN(Cc3ccc4c(c3)OCO4)CC2)=C[C@@H](c2ccc(Br)cc2)[C@@H]1CCCO,0.97,-3,2,0.96,0,4,1,3.5,-6
Nc1ccc(N(CCO)CCO)cc1,1.1,19,-7,0.96,9,4,2,4.3,2
Cc1c(N(C)C(=O)c2ccco2)c(=O)n(-c2ccccc2)n1C,0.93,-5,7,1,-6,-3,1,-0.5,-4
COC(=O)c1c(NC(=O)c2nn(C)cc2Cl)sc2c1CCCC2,0.93,-4,7,0.95,-3,5,-4,5.9,-2
CCC1(CC)N=C(c2ccccc2)C(=S)N1,1,-2,0,0.86,3,14,0,0.8,-2
Cc1cccc(C(=O)NCCNC(=O)c2ccccn2)c1,1.2,-1,-15,1,-4,-1,-1,0.3,-2
O=C(CN1C(=O)C2C3C=CC(C3)C2C1=O)N1CC=C(c2ccccc2)CC1 (centres undefined),0.98,-4,2,1.1,0,-7,0,0.3,1
CCCCSc1nc(O)c(C2OC(=O)c3c2ccc(OC)c3OC)c(=O)n1-c1ccccc1 (centres undefined),1.1,-6,-13,1,-19,-2,-2,-0.7,-3
Cc1cc(C(=O)C(=O)N(C)C)c(C)n1-c1ccc([N+](=O)[O-])cc1,1.1,1,-5,1.1,4,-8,-3,-0.5,1
Cc1ccc(S(=O)(=O)Nc2ccccc2C(=O)N2CCN(C)CC2)cc1,1.1,-5,-13,0.93,-2,7,0,1.9,-3
CCCCn1c(N)c(N(CC(C)C)C(=O)CCC2CCCCC2)c(=O)[nH]c1=O,1.1,-1,-8,0.89,1,11,0,0.6,-5
C=CCNC(=O)c1scc2c1CCCC2,0.95,1,5,0.99,0,1,-1,4.2,-1
Cc1cc(S(=O)(=O)Nc2ccc(C(=O)NCc3ccncc3)cc2)ccc1F,1.1,-7,-10,1,0,-3,3,-0.1,3
COc1ccc(NC(=O)CSc2nnc(-c3ccncc3)o2)c([N+](=O)[O-])c1,1,-6,0,0.94,-2,6,2,-0.5,-3
Nc1nc(CN2CCc3ccccc3C2)nc(Nc2ccccc2)n1,1,-4,0,1,-1,-1,-2,-0.5,1
COc1ccc2nc(COC(=O)c3ccco3)c(C(C)=O)[n+]([O-])c2c1,1.1,9,-10,1,0,-5,1,-2.6,1
COc1ccc(C2C=C(C)Nc3ncnn32)cc1 (centres undefined),0.9,-5,10,0.96,-5,4,-2,-0.3,2
CCCCN(CC)CCNC(=O)C1CCN(S(=O)(=O)c2cccc3nsnc23)CC1,0.99,6,1,1,-1,-3,-5,-1.4,2

# Shown tab-delimited: part of the list above.
Structure	hIAP act	APOBEC3G inh	hIAP block	mIAP activ	A3A deaminase	mIAP block	GRIN3A LBD mod	MPTP block	beta cell repl
Cc1cccc(C(=O)NCCNC(=O)c2ccccn2)c1	1.2	-1	-15	1	-4	-1	-1	0.3	-2
O=C(CN1C(=O)C2C3C=CC(C3)C2C1=O)N1CC=C(c2ccccc2)CC1 (centres undefined)	0.98	-4	2	1.1	0	-7	0	0.3	1
CCCCSc1nc(O)c(C2OC(=O)c3c2ccc(OC)c3OC)c(=O)n1-c1ccccc1 (centres undefined)	1.1	-6	-13	1	-19	-2	-2	-0.7	-3
Cc1cc(C(=O)C(=O)N(C)C)c(C)n1-c1ccc([N+](=O)[O-])cc1	1.1	1	-5	1.1	4	-8	-3	-0.5	1
Cc1ccc(S(=O)(=O)Nc2ccccc2C(=O)N2CCN(C)CC2)cc1	1.1	-5	-13	0.93	-2	7	0	1.9	-3
CCCCn1c(N)c(N(CC(C)C)C(=O)CCC2CCCCC2)c(=O)[nH]c1=O	1.1	-1	-8	0.89	1	11	0	0.6	-5
C=CCNC(=O)c1scc2c1CCCC2	0.95	1	5	0.99	0	1	-1	4.2	-1
Cc1cc(S(=O)(=O)Nc2ccc(C(=O)NCc3ccncc3)cc2)ccc1F	1.1	-7	-10	1	0	-3	3	-0.1	3
COc1ccc(NC(=O)CSc2nnc(-c3ccncc3)o2)c([N+](=O)[O-])c1	1	-6	0	0.94	-2	6	2	-0.5	-3
Nc1nc(CN2CCc3ccccc3C2)nc(Nc2ccccc2)n1	1	-4	0	1	-1	-1	-2	-0.5	1
COc1ccc2nc(COC(=O)c3ccco3)c(C(C)=O)[n+]([O-])c2c1	1.1	9	-10	1	0	-5	1	-2.6	1
COc1ccc(C2C=C(C)Nc3ncnn32)cc1 (centres undefined)	0.9	-5	10	0.96	-5	4	-2	-0.3	2
CCCCN(CC)CCNC(=O)C1CCN(S(=O)(=O)c2cccc3nsnc23)CC1	0.99	6	1	1	-1	-3	-5	-1.4	2

# Carrying on:
SMILES,hIAP act,APOBEC3G inh,hIAP block,mIAP activ,A3A deaminase,mIAP block,GRIN3A LBD mod,MPTP block,beta cell repl
COc1ccc(CCN2CC(C(=O)OCC(=O)N(C)Cc3ccccc3)CC2=O)cc1OC (centres undefined),1.1,-5,-9,1,-1,-4,-1,0.1,-4
CCOC(=O)C1CCCN(C(=O)CCc2nc3sc4c(c3c(=O)[nH]2)CCCC4)C1 (centres undefined),1,-7,-4,0.93,-1,7,0,-2.5,-3
C#CCOCCOCCOCCNc1nc(N2CCN(C(=O)[C@H]([C@@H](C)CC)n3cc([C@@H](N)CO)nn3)CC2)nc(N2CCN(C(=O)[C@H]([C@@H](C)CC)n3cc([C@@H](N)Cc4ccc(O)cc4)nn3)CC2)n1,1,-4,0,1,-2,0,0,6.0,1
O=C(Nc1ccc2c(c1)C(=O)NC2=O)c1ccccc1Cl,0.97,-5,3,1,0,-5,-1,-0.6,6
CC(=O)NC(Cc1ccc(O)cc1)C(=O)NN (centres undefined),0.94,-6,6,1.1,-2,-7,-2,0.3,1
Cc1ccc(-n2c(C)nnc2SCC(=O)N(C)c2c(N)n(Cc3ccccc3)c(=O)[nH]c2=O)cc1,1.1,-11,-12,1.1,-2,-12,0,0.3,-1
O=C1Nc2ccccc2OCc2c1cccc2[N+](=O)[O-],1.1,-3,-6,0.96,1,4,-1,2.1,-1
CCOc1ccc(C(=O)N2CCN(c3ccccn3)CC2)cc1OCC,1.2,-7,-21,0.81,-2,20,-1,-0.4,-3
CC1CN(C(=O)c2ccc(-c3ccccc3Cl)o2)CC(C)O1 (centres undefined),1.1,2,-8,0.96,7,4,-2,0.9,-3
CC1=C(C(=O)N2CCOCC2)C(c2ccc(Br)cc2)NC(=S)N1c1ccccc1 (centres undefined),1,-10,0,0.95,-4,5,0,-0.8,-2
CCCCCCCC1(C)NC(=O)N(CC(=O)Nc2cc(C)on2)C1=O (centres undefined),1,-8,-4,0.96,-1,4,1,-3.5,-1
CC(=O)N1CCc2c(sc(NC(=O)c3cccc(N4C(=O)CCC4=O)c3)c2C(N)=O)C1,0.96,-7,4,0.88,-1,12,-9,-1.0,-4
C#CC(CC)(CC)NC(=O)Nc1ccccc1C(=O)OC,0.61,-6,39*,0.88,-5,12,-1,1.5,0
COc1ccc(-c2c(C(F)(F)F)nn(C)c2NC(=O)c2cccnc2)cc1,1.1,4,-11,1,5,-1,2,-0.7,1

# Screening data (PubChem)
